KCNQ1 pot – potentiators or activators of KCNQ1 channel, primary screen, cell-based, thallium flux, high-throughput. AID 2648, 2010. 310,000 compounds, 0.35% hits. CHO-K1 KCNQ1, thallium flux FluxOR fluorescence; active compounds read high. Potassium voltage-gated channel subfamily KQT member 1 (Homo sapiens), P51787. B-score at 10 µM;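 active = fluorescence ratio B-score, a plate-corrected score, at least three library SD, with initial intensity B-score within 5 SD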
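Material: CHO-K1 cells stably expressing KCNQ1. Medium: assay buffer for compound exposure, DMSO matched across wells. Reagent: K+/Tl+ depolarizing stimulus. Compound dosing: single-concentration screen. Times: 37 °C overnight plating, 90-min dark dye load, 20-min compound pretreatment. Technique: FluxOR Tl+ flux fluorescence.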
hERG rescue – hERG rescue from dofetilide block, primary screen, cell-based, CHO-hERG, FluxOR thallium flux, dofetilide IC70; Voltage-gated inwardly rectifying potassium channel KCNH2 (Homo sapiens), Q12809; dofetilide IC70 present; activation (rescue from dofetilide block), less the hit threshold, % at 10 µM; 310,000 compounds, 0.51% hits; AID 1511, 2009;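 active = activation above the mean of controls blocked by dofetilide plus 5 SD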;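 also: thallium influx through hERG after potassium depolarization seen as dye fluorescence rise; in these data hits start at about 4.7%; inactives centre near -7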
HDAC3 inhib – HDAC3 deacetylase inhibitors, primary screen, biochemical, fluorescence, cell-free homogeneous | Histone deacetylase 3 (Homo sapiens), O15379 | recombinant HDAC3, fluorogenic peptide/trypsin coupled | inhibition, % at 8.3 µM | 320,000 compounds, 0.15% hits; in the data active = inhibition above about 26%, passing the limit was not always enough
ANO1 activ – TMEM16A chloride channel activators or potentiators, primary screen, cell-based, HTS | Anoctamin-1 (Mus musculus), Q8BHY3 | HEK293 TMEM16A/YFP-H148Q/I152L, iodide quench fluorescence; active compounds read low | B-score at 10 µM | 340,000 compounds, 0.3% hits | AID 623877, 2012;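 active = fluorescence-ratio B-score plate-corrected deviation score at least 3 library SD below zero, with starting fluorescence score within 5 deviations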;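 also: channel opened by trigger with iodide after compound preincubation; score built on the fluorescence ratio of max minus min over baseline; more negative score means more quench and so TMEM16A activation or potentiation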
KCNK9 inh – KCNK9 potassium channel inhibitors, primary screen, HEK293 cells, thallium flux; Potassium channel subfamily K member 9 (Homo sapiens), Q9NPC2; FluxOR thallium flux fluorescence; active compounds read low; B-score at 10 µM; 310,000 compounds, 1.2% hits; AID 488922, 2010;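 active = ratio B-score over 3 SD below the library mean, with starting fluorescence within 5 SD of its mean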;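 also: negative B-score means less thallium flux so channel inhibition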
Target sequence (Q9NPC2 whole entry, looked up): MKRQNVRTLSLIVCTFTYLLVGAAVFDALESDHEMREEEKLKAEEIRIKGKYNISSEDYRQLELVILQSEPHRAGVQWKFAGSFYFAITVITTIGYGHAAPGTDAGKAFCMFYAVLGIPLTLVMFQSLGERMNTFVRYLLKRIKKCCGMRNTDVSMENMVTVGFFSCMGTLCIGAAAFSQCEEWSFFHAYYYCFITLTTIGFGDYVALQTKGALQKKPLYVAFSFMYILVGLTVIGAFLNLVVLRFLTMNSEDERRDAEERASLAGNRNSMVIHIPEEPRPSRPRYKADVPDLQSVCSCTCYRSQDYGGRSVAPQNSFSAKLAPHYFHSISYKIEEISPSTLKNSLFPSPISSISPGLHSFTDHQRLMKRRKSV
SKKanGAS inh – S. pyogenes SKKanGAS growth inhibitors in kanamycin, primary screen, streptokinase expression inhibitor project, SKKanGAS strain, BacTiter-Glo luminescence. 6 h. 300,000 compounds, 1.3% hits. inhibition, % at 7.5 µM;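 active = mean replicate score, as percent of positive control median, at least 50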;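 also: strain carries kanamycin resistance gene driven by streptokinase promoter and grows in 40 µg/ml kanamycin; loss of luminescence reflects streptokinase promoter inhibition or plain growth inhibition; 0% = median of DMSO wells and 100% = positive control at its reference dose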
RGS4 block – RGS4 inhibitors, primary screen, cell-based, HEK293 M3R inducible RGS4, calcium flux. Regulator of G-protein signaling 4 (Homo sapiens), P49798. Fluo-4 calcium flux; active compounds read high; triggered by carbachol at its EC20. B-score at 10 µM. 310,000 compounds, 0.45% hits. AID 463165, 2010;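 active = B-score, a plate-corrected calcium signal, over three deviations above library mean, with baseline fluorescence within five deviations of library mean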;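 also: RGS4 expression induced by doxycycline in cells with stable M3 receptor; B-score is computed from the integrated fluorescence ratio over baseline after carbachol; higher B-score means a larger calcium signal and so more RGS4 inhibition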
Target sequence (P49798 whole entry, looked up): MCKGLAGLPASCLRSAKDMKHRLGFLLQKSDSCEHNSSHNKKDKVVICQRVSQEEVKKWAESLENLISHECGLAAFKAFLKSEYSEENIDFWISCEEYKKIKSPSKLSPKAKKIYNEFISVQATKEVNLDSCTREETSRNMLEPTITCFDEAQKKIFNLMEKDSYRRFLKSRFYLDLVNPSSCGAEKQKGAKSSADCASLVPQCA
KCNK3 block – human KCNK3 channel inhibitors, primary screen, CHO cells, FluxOR thallium flux, B-score; B-score at 10 µM; Potassium channel subfamily K member 3 (Homo sapiens), O14649; FluxOR fluorescence; active compounds read low; 340,000 compounds, 0.84% hits; AID 602410, 2012;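 active = B-score under library mean minus 4 SD, starting fluorescence ratio at most library mean plus 5 SD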;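 also: more negative B-score means stronger inhibition of thallium flux through KCNK3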
TMEM16A inh – TMEM16A chloride channel inhibitors, primary screen, cell-based, HTS; Anoctamin-1 (Mus musculus), Q8BHY3; HEK293 TMEM16A/YFP iodide influx fluorescence, ionomycin; normalized B-score (activity score, 25-100; higher = stronger inhibition) at 10 µM; 310,000 compounds, 1.2% hits;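 active = ratio plate-corrected score three or more library SD toward inhibition, starting fluorescence score within five deviations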;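 also: score derived from kinetic fluorescence span divided by baseline fluorescence per well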
KCNQ1 inh – inhibitors of human KCNQ1 channel, primary screen, cell-based, thallium flux, high-throughput | Potassium voltage-gated channel subfamily KQT member 1 (Homo sapiens), P51787 | CHO-K1 KCNQ1, FluxOR thallium flux fluorescence; active compounds read high | B-score at 10 µM | 310,000 compounds, 1.3% hits | AID 2642, 2010;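 active = compounds whose thallium flux B-score, printed positive for inhibition, exceeds three library SD while starting fluorescence stays within three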;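 also: channel opened by potassium depolarization with thallium stimulus after 20 min compound exposure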
RGS4 act – RGS4 potentiators or activators, primary screen, cell-based, HEK293 M3R inducible RGS4, calcium flux | carbachol calcium flux Fluo4; active compounds read low | 310,000 compounds, 0.92% hits | B-score at 10 µM;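 active = B-score of the integrated calcium signal more than 4 SD below the library mean, with starting fluorescence not abnormally high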;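 also: negative B-score means reduced calcium response which marks RGS4 activation or potentiation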
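Material: M3R-expressing HEK293 line, RGS4 induced by doxycycline | Schedule: Overnight RGS4 induction, 30 min dye load 37 °C, 20 min compound RT | Measured by: Fluo4 fluorescence kinetic imaging of calcium | Read-out: Integrated calcium ratio converted to B score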
Active calls of the source: *; i = inactive; x = no result given. Hits appear at their usual frequency. About 6.3% of those tested had a hit in this group.

no. | smiles | KCNQ1 pot | HDAC3 inhib | TMEM16A inh | KCNK3 block | KCNK9 inh | ANO1 activ
1 | COc1ccc(Cl)cc1NC(=O)COC(=O)c1cc(NS(=O)(=O)c2cccs2)ccc1O | i | -0.7 | i | i | i | i
2 | O=C(Nc1cn(-c2ccccc2)nc1-c1ccccc1)c1ccccc1 | i | 0.6 | i | i | i | i
3 | CC(C)c1nnc(NC(=O)C2CCCN2C(=O)Nc2cccc(Cl)c2)s1 (stereo not given) | i | -2.6 | i | i | i | i
4 | Cc1ccc(-c2cc(C(=O)O)n(-c3ccc(S(N)(=O)=O)cc3)n2)cc1 | i | -2.5 | i | i | i | i
5 | CCCN(Cc1cc2cc(OC)ccc2[nH]c1=O)C(=O)c1ccncc1 | i | 3.1 | i | i | i | i
6 | CC1CCN(S(=O)(=O)c2ccc(NC(=O)CN3CCCC3)cc2)CC1 | i | 5.1 | i | i | i | i
7 | Cc1nc2c(-c3ccc(F)cc3)c(C)nn2c(N2CCOCC2)c1C | i | 5.1 | i | i | i | i
8 | Cc1nn2c(NC(C)C)c3c(nc2c1-c1ccccc1)CCC3 | i | -3.5 | i | -8.95* | i | i
9 | O=S1(=O)N=C(N(CCO)/N=C/C=C/c2ccccc2)c2ccccc21 | i | 13.6 | i | i | i | i
10 | CN(C)CCCN(C(=O)COc1ccccc1)c1nc2ccc(Cl)cc2s1 | i | 2.2 | i | i | i | -6.02*
11 | COc1ccc(N2CCN(C3CCCN(Cc4ccc(F)cc4Cl)C3)CC2)cc1 (stereo not given) | i | 1.2 | i | i | i | i
12 | Cc1cc(/C=C2/SC(=S)N(c3cccc(Cl)c3)C2=O)c(C)n1-c1cccnc1 | i | 5.9 | i | i | i | i
13 | Cc1nn(Cc2c(Cl)cccc2Cl)c(C)c1NC(=O)c1sc2ccccc2c1Cl | i | 0.1 | i | i | i | i
14 | O=C(Nc1ccc(Cl)cc1)C1CCN(C(=O)c2ccco2)CC1 | i | -4.3 | i | i | i | i
15 | CCc1ccc(-c2nn(-c3ccccc3)cc2CSC(=N)N)cc1 | i | 8.5 | i | x | i | x

no. | KCNQ1 inh | hERG rescue | RGS4 block | SKKanGAS inh | RGS4 act
1 | i | -8.2 | i | 35.3 | i
2 | i | -6.3 | i | -2.2 | i
3 | i | -3.9 | i | -1.5 | i
4 | i | -6.9 | i | -5.4 | i
5 | i | -7.5 | i | -2.8 | i
6 | i | -4.7 | i | 18.3 | i
7 | i | -5.0 | i | -5.8 | i
8 | i | -12.2 | i | 4.5 | i
9 | i | -10.3 | i | -2.5 | i
10 | i | -21.9 | i | -18.2 | i
11 | i | -12.8 | i | 1.9 | i
12 | i | -11.6 | i | 16.3 | i
13 | i | -8.9 | i | -3.3 | i
14 | i | -0.3 | i | -3.3 | i
15 | 14* | -30.1 | i | 6.8 | i

Overlap with the part before: 4 entries; new compounds follow.
no. | smiles | KCNQ1 pot | HDAC3 inhib | TMEM16A inh | KCNK3 block | KCNK9 inh | ANO1 activ
12 | Cc1cc(/C=C2/SC(=S)N(c3cccc(Cl)c3)C2=O)c(C)n1-c1cccnc1 | i | 5.9 | i | i | i | i
13 | Cc1nn(Cc2c(Cl)cccc2Cl)c(C)c1NC(=O)c1sc2ccccc2c1Cl | i | 0.1 | i | i | i | i
14 | O=C(Nc1ccc(Cl)cc1)C1CCN(C(=O)c2ccco2)CC1 | i | -4.3 | i | i | i | i
15 | CCc1ccc(-c2nn(-c3ccccc3)cc2CSC(=N)N)cc1 | i | 8.5 | i | x | i | x
16 | CCOc1ccc(N(CC(=O)N2CCCC2)S(=O)(=O)c2c(C)noc2C)cc1 | i | 1.5 | i | i | i | i
17 | COc1cccc(/C(O)=C2/C(=O)C(=O)N(CCCN3CCOCC3)C2c2ccncc2)c1 (stereo not given) | i | -1.3 | i | i | i | i
18 | COc1ccc(C(C)=O)cc1CN1CCCCC1 | i | -0.4 | i | i | i | i
19 | Cn1c(SCC(=O)c2ccccc2)nnc1C1COc2ccccc2O1 (stereo not given) | i | -4.6 | i | i | i | i
20 | O=C(C1CCN(S(=O)(=O)c2ccc(-n3cnnn3)cc2)CC1)N1CCCCC1 | i | -7.7 | i | i | i | i
21 | CN(C)CCCNc1cn[nH]c(=O)c1Cl | i | -32.5 | i | i | i | i
22 | CCOc1ccccc1N(CC(=O)NCCc1ccc(OC)c(OC)c1)S(=O)(=O)c1ccccc1 | i | 3.1 | i | i | i | i
23 | O=C(N/N=C/c1ccco1)c1cc(-c2ccccc2)n[nH]1 | i | 9.1 | i | i | i | i

no. | KCNQ1 inh | hERG rescue | RGS4 block | SKKanGAS inh | RGS4 act
12 | i | -11.6 | i | 16.3 | i
13 | i | -8.9 | i | -3.3 | i
14 | i | -0.3 | i | -3.3 | i
15 | 14* | -30.1 | i | 6.8 | i
16 | i | -8.0 | i | 0.4 | i
17 | i | -10.0 | i | -0.8 | i
18 | i | -3.9 | i | 4.1 | i
19 | i | -7.2 | i | -1.6 | i
20 | i | -7.6 | i | -3.0 | i
21 | i | -1.9 | i | 10.3 | i
22 | i | -10.0 | i | -4.9 | i
23 | i | -9.8 | i | -10.6 | i

3 entries already listed, ordered by length of the SMILES, highest first:
no. | smiles | KCNQ1 pot | HDAC3 inhib | TMEM16A inh | KCNK3 block | KCNK9 inh | ANO1 activ
22 | CCOc1ccccc1N(CC(=O)NCCc1ccc(OC)c(OC)c1)S(=O)(=O)c1ccccc1 | i | 3.1 | i | i | i | i
17 | COc1cccc(/C(O)=C2/C(=O)C(=O)N(CCCN3CCOCC3)C2c2ccncc2)c1 (stereo not given) | i | -1.3 | i | i | i | i
20 | O=C(C1CCN(S(=O)(=O)c2ccc(-n3cnnn3)cc2)CC1)N1CCCCC1 | i | -7.7 | i | i | i | i

no. | KCNQ1 inh | hERG rescue | RGS4 block | SKKanGAS inh | RGS4 act
22 | i | -10.0 | i | -4.9 | i
17 | i | -10.0 | i | -0.8 | i
20 | i | -7.6 | i | -3.0 | i

Source: PubChem (several laboratories)
